Screening data as filed in PubChem BioAssay.
CRFBP-R2 block: antagonists of CRF-BP/CRF-R2 complex, primary screen, cell-based, HEK293, calcium dye fluorescence, uHTS; inhibition, % at 11.8 µM; 350,000 tested, 0.59% active; CRF-induced calcium fluorescence; AID 588475, 2011;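 active means inhibition of the ligand-induced calcium signal above about 50% at the single tested concentration, limit read from the data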
IMP-1 inh: IMP-1 metallo-beta-lactamase inhibitors, primary screen, biochemical, epi-absorbance readout, Pseudomonas aeruginosa enzyme. purified IMP-1, nitrocefin hydrolysis, epi-absorbance fluorescence. inhibition, % at 5.6 µM. 290,000 tested, 0.45% active;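 active means inhibition above the mean plus 3 SD of all compounds in the same screening run, cut at about 4.5% in these data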;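 further: 0% = IMP-1 with DMSO and 100% = DMSO wells lacking enzyme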
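System – purified recombinant IMP-1 beta-lactamase · Input – IMP-1 dispensed at 0.2 nM · Timing – 15 min preincubation plus 25 min reaction at 25 °C · Signal – Epi-absorbance fluorescence, 480 nm excitation, 530 nm emission · Measure – percent IMP-1 inhibition derived from blank-referenced optical density · Controls – Enzyme-plus-DMSO low control, enzyme-free DMSO high control · Replication – singlicate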
NS3 helicase inh: inhibitors of HCV NS3 helicase, primary screen, biochemical, Cy5 molecular beacon fluorescence; NS3 helicase DNA unwinding; 290,000 tested, 0.56% active; inhibition, % at 10.9 µM; AID 1800, 2009;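 active means inhibition above the mean of all tested compounds plus 3 SD, set per campaign, cut at about 35% in these data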;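 further: 0% = DMSO wells and 100% = thioflavine S control wells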
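Test system: hepatitis C virus NS3 helicase domain fragment enzyme. Also added: annealed dual-labelled DNA beacon duplex, ATP-started. Timing: 60 min unwinding reaction at 25 °C after ATP addition. Technique: Cy5 fluorescence. Measure: % inhibition of unwinding.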
pCIP destab: p/CIP-EGFP fusion destabilizers, primary screen, fluorescence, F442A cells | AID 1984, 2009 | 290,000 tested, 0.01% active | 16 h | decrease of EGFP signal, % at 10 µM | Q05BA5;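 active means EGFP signal decrease of at least 30% at 10 µM or well 3 SD below plate mean, unless failing retest; inactive means the rest, including hits failing retest or dose response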; further: some compounds called inactive have numbers as strong as hits; many of its hits are not listed in these tables
IDE cell inh: human IDE inhibitors in live cells, primary screen, fluorescence polarization, HEK cells, FAbetaB substrate. 320,000 tested, 0.41% active. inhibition, % at 5.59 µM. Insulin-degrading enzyme (Homo sapiens), P14735. FAbetaB cleavage;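 active means percent inhibition above the average of all tested compounds plus 3 SD, set per screening campaign, cut at about 16% in these data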;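 further: IDE supplied by intact live HEK cells; FP after avidin binding of uncleaved biotin substrate so inhibition keeps polarization high; 0% = DMSO wells and 100% = 60 µM reference IDE inhibitor Ii1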
GalR3 antag: GalR3 antagonists in HEK293 cells, primary screen, cell-based, fluorescence readout; Galanin receptor type 3 (Homo sapiens), O60755; HEK293 GalR3-CNG cAMP membrane potential fluorescence; galR3 body fused to GalR1 C-terminus; inhibition, % at 3 µM; 360,000 tested, 0.44% active; AID 651719, 2012;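 active means inhibition above the screen-wide average plus 3 SD, cut at about 13% in these data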;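 further: forskolin and galanin both at EC90 stimulate the cells; cAMP rise reported by CNG channel membrane potential dye signal; 0% = forskolin plus galanin with DMSO and 100% = forskolin alone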
Target sequence (O60755 1-299 limits assumed): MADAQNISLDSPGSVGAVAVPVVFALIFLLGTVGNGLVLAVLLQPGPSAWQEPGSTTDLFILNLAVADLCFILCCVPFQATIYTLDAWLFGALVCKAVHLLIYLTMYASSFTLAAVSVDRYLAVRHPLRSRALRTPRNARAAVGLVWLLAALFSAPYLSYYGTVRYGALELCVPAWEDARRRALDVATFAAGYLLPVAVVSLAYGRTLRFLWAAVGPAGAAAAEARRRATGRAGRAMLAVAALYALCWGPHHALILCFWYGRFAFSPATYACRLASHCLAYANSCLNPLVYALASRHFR
SUMO HTRF inh: inhibitors of in vitro SUMOylation cascade, primary screen, biochemical, HTRF, uHTS; 290,000 tested, 0.36% active; inhibition, % at 35 µM; HTRF SUMOylation assay, SAE1/SAE2 + UBC9; SUMO-conjugating enzyme UBC9 (Homo sapiens), P63279; in the data active means inhibition above about 50%, passing the limit was not always enough; further: strong numbers were not always called active
Target sequence (P63279 whole entry, looked up): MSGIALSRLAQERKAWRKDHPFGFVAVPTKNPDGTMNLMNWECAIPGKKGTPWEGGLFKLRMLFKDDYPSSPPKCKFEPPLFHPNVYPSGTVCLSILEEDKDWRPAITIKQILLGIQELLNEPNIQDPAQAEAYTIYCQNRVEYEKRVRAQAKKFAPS
VIM-2 inh: VIM-2 metallo-beta-lactamase inhibitors, primary screen, biochemical, epi-absorbance readout, Pseudomonas aeruginosa enzyme. purified VIM-2, nitrocefin hydrolysis, epi-absorbance fluorescence. inhibition, % at 5.6 µM. 290,000 tested, 0.89% active;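 active means inhibition above the mean of all tested compounds plus 3 SD, cutoff set per screening run, cut at about 7.5% in these data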;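 further: red hydrolysis product quenches plate fluorescence so inhibitors raise well fluorescence; 0% = enzyme with DMSO and 100% = DMSO without enzyme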
IDE act: human IDE activators in live cells, primary screen, fluorescence polarization, HEK cells, FAbeta-B substrate | FAbeta-B cleavage; 0% vehicle, 100% cell-free pure enzyme wells | 340,000 tested, 0.073% active | activation, % at 5.96 µM | Insulin-degrading enzyme (Homo sapiens), P14735 | AID 493087, 2011;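 active means activation above the mean of all tested compounds plus 3 SD, set per screening campaign, cut at about 17% in these data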
An asterisk follows results filed as active; . = no result given.

SMILES	CRFBP-R2 block	IMP-1 inh	NS3 helicase inh	pCIP destab	IDE cell inh	GalR3 antag	SUMO HTRF inh	VIM-2 inh	IDE act
COc1ccc(-c2nnc(-c3cccs3)o2)cc1OC	-7	-2.4	3	-21	0	-6	22	-2.5	5
CC(CCc1ccccc1)NC(=O)c1ccc(C(=O)NC(C)CCc2ccccc2)cc1 (stereo not given)	-21	-3.6	1	10	7	2	10	-5.3	6
CCCCC(=O)Nc1ccc2c(c1)oc1ccccc12	-19	-2.7	-3	5	5	-1	0	-0.5	5
CCc1ccc(S(=O)(=O)/N=C2\C=C(NS(=O)(=O)c3ccccc3)C(=O)c3ccccc32)cc1	27	-5.8	-7	-10	.	-10	17	-5.6	1
COC(=O)c1ccc(/C(O)=C(\C#N)c2nc3ccccc3s2)cc1	51*	-3.3	1	-11	7	-2	11	-3.7	2
Cc1ccc(C)c(NC(=S)N/N=C2/CCCCc3ccccc32)c1	-20	-2.7	-2	-22	-6	-3	-10	-3.8	3
O=C(Nc1ccc2c(c1)OCO2)C1CCN(C(=O)c2ccc(Br)cc2)CC1	4	-3.4	-3	-14	-3	1	16	-2.8	0
COc1ccc(C(=O)COC(=O)c2ccn(C)n2)cc1	23	-5.4	-5	-2	6	-10	-4	-3.4	5
CCC1(c2ccc(F)cc2)NC(=O)N(CC(=O)N(CCC#N)c2ccccc2)C1=O (stereo not given)	-14	0.1	-4	-2	5	-7	-20	-0.9	0
COc1cccc(C2c3[nH]c4ccccc4c3C[C@H]3C(=O)N(c4ccccc4C(=O)NCCCN4CCOCC4)C(=O)N23)c1 (stereo not given in full)	-11	0.0	-94	8	6	-5	11	0.8	-12
COc1ccc(OC)c(C2CC(=O)NC(SC)=C2C#N)c1 (stereo not given)	15	0.0	-4	-23	-1	3	10	-0.6	5
CSc1sc(C(=O)NNC(C)=O)c2c1C1(CCC2)SCCS1	-26	0.7	-3	4	3	-4	11	-2.2	1
COc1ccc(N(CC(=O)NCc2ccccc2C)S(=O)(=O)c2ccccc2[N+](=O)[O-])c(OC)c1	-3	-1.1	-6	-1	5	-8	10	1.6	4
COC(=O)NNC1=CC(=O)CC(C)(C)C1	4	-2.0	7	-20	2	-4	21	-1.0	7
Cc1cccc(C)c1OCc1nnc(SCC(=O)Nc2ccc(N3CCOCC3)cc2)o1	-5	-3.6	2	-10	1	-8	3	-1.9	-4
COc1ccc(-c2cc(C(=O)N(C)CC(=O)Nc3cccc(F)c3)c3ccccc3n2)cc1	-9	.	.	.	1	-5	.	.	-3
CCCNC(=O)C(Cc1cccc(Cl)c1)NC(=O)c1ccccc1 (stereo not given)	-1	.	.	.	3	6	.	.	4
COc1ccccc1NC(=O)Nc1ccc(-n2ccc(C(F)(F)F)n2)cc1	-9	-0.6	-28	-3	-5	-5	-2	-1.2	7
N#CC1=CN(Cc2ccccc2)C=C(/C=N/Nc2ccccc2)C1	-10	0.2	12	-8	0	-7	-12	1.1	3
Cc1cccc(NC(=O)CN2CCc3cc4c(cc3C2C)OCCCO4)c1 (stereo not given)	-8	-2.3	-33	1	-1	0	0	-1.9	2
CCC(=O)Nc1ccc(S(=O)(=O)N2CCN(c3ccc(F)cc3)CC2)cc1	14	1.6	1	1	5	-3	-8	-2.1	-1
CCOC(=O)N1C2=NC(C(=O)OC)=C(C(=O)OC)[C@@H]3Nc4ccccc4[C@]23C[C@H]1C(=O)OC	6	.	.	9	3	-8	-6	.	8
Cc1c(C2(c3c(C)n(C)n(-c4ccccc4)c3=O)C(=O)Nc3ccc(F)cc32)c(=O)n(-c2ccccc2)n1C	-4	-1.8	6	-2	4	0	10	0.3	5
CCCN(CC1CC1)C(=O)CCc1nnc(CCc2c[nH]c3ccccc23)o1	18	-0.6	7	9	-3	-3	1	2.2	5
Oc1ccccc1N1CCN(Cc2ncc(-c3ccccc3)o2)CC1	-5	-1.4	-2	-12	-2	-7	20	-2.8	-6
Continuation:
SMILES	CRFBP-R2 block	IMP-1 inh	NS3 helicase inh	pCIP destab	IDE cell inh	GalR3 antag	SUMO HTRF inh	VIM-2 inh	IDE act
Cc1cc(F)ccc1Oc1cc(NN2CCCCC2)c([N+](=O)[O-])cc1[N+](=O)[O-]	-6	-1.5	-18	-7	-5	-7	-2	0.0	1
CN(C)c1cccc(C(=O)N2CCC(n3nccc3NC(=O)C3CCOC3)CC2)c1 (stereo not given)	19	-3.8	3	-6	2	-9	0	-2.6	2
Cc1cc(C)c(S(=O)(=O)N2CCCCC2)c(C)c1N(C)S(=O)(=O)c1ccc(Cl)cc1	32	0.7	17	3	8	-1	-20	-1.9	6
Cc1ccc(NC(=O)Cn2nnc(C(=O)NCCc3ccccc3)c2N)c(C)c1	24	-0.1	-6	9	2	.	17	1.0	5
O=C(Nc1ccccc1C(=O)O)C1=NN=CC1	18	0.3	1	2	4	-5	14	-2.0	0
COCCN(C(=O)CSc1nc2ccccc2c(=O)n1CC(C)C)c1c(N)n(Cc2ccccc2)c(=O)[nH]c1=O	-67	-1.3	-2	6	-3	-8	-3	0.9	6
C=CCn1c(CCC(O)CCCCC)n[nH]c1=S (stereo not given)	-3	-5.8	8	2	4	-3	2	-1.8	-5
CC(C)N(C(=O)Cn1cnc2c(cnn2-c2ccccc2Cl)c1=O)C(C)C	7	-0.3	-3	-8	8	.	23	1.0	2
Cc1ccccc1NC(=O)Cn1c(C)nc2ccc(NC(=O)C3CC3)cc2c1=O	15	-3.9	-1	-3	-1	-3	-5	-2.0	2
O=[N+]([O-])c1ccc(N=Nc2c(Cl)cc(O)cc2Cl)cc1	41	-6.2	9	-3	1	35*	10	-4.9	5
CCCCN(C(=O)C1CC(=O)N(Cc2ccc(C)cc2)C1)c1c(N)n(CC(C)C)c(=O)[nH]c1=O (stereo not given)	4	-1.3	1	-1	2	0	18	0.2	3
COc1ccccc1Nc1ncnc2sccc12	4	-1.3	-9	3	4	-11	7	0.1	4
COc1ccccc1NC1C=CS(=O)(=O)C1 (stereo not given)	11	-1.3	-4	2	1	-6	-12	0.4	-2
COc1cc(/C=N/NC(=S)NC2CC3CC2C2C=CCC32)ccc1O (stereo not given)	-15	-2.5	-16	-16	-3	-3	-17	-3.8	0
Cc1cc(C)c(S(=O)(=O)Cc2ccccc2)c(=O)[nH]1	14	1.2	1	5	0	-1	0	1.3	4
CCN(Cc1ccncc1)C(=O)c1cc(COc2ccc(F)cc2F)on1	9	2.2	1	-6	4	5	4	-2.4	1
COc1ccc(-n2cnnc2SCC(=O)NC2CCS(=O)(=O)C2)cc1 (stereo not given)	-2	-5.8	-4	3	2	-3	-2	-2.3	4
CCCC1CC(C)(/C(C)=N\NC(N)=S)OC1=O (stereo not given)	4	-2.1	0	-10	0	0	9	-1.5	2
Cc1ccc(S(=O)(=O)NCCCCCC(=O)Nc2ccccc2C)cc1	0	-1.2	7	-4	3	-2	-5	-0.6	1
Cc1cc(N)n2nc(C)c(-c3ccccc3)c2n1	-5	-1.0	1	-3	1	-5	8	1.3	-1
CN(CC(=O)Nc1cccc(F)c1)C(=O)CCC1CCCCC1	1	.	.	.	2	-4	.	.	5
O=C(CCC(=O)N1CCc2ccccc2C1)N1CCN(S(=O)(=O)c2ccccc2)CC1	7	-3.6	-1	-7	6	-2	1	-3.4	3
O=c1c2ccccc2n(CC(O)CN2CCOCC2)c2ccccc12 (stereo not given)	-7	0.7	19	3	3	-14	-9	0.5	1
COc1cc(NC(=O)c2ccccc2)cc(OC)c1	-8	-1.7	-8	-1	3	-5	0	-1.1	-1
CCc1ccc(NC(=O)COC(=O)c2nc3nc(C)cc(C)n3n2)cc1	19	.	.	.	-1	-5	.	.	5
CNC(=S)NNC(=O)c1c(C)nc2cc(C)ccn12	32	-3.9	-4	-12	8	-2	15	-5.5	-1
COc1cccc2cc(C(=O)OCC(=O)N3CC(C)OC(C)C3)c(=O)oc12 (stereo not given)	-5	.	.	.	1	-4	.	.	0
Cc1ccc(C(=O)C[n+]2ccc3ccccc3c2)cc1	48	-2.8	-7	-8	8	1	3	-2.2	2
OC(c1cccnc1)c1cccs1 (stereo not given)	9	-2.8	-5	-13	6	-6	11	-0.5	4
CCOC(=O)/C(C#N)=C1/SC(CC)C(=O)N1c1ccc(C)cc1 (stereo not given)	17	-1.2	5	-10	-2	2	20	-2.5	2

A different layout for part of the listing above.
CRFBP-R2 block | IMP-1 inh | NS3 helicase inh | pCIP destab | IDE cell inh | GalR3 antag | SUMO HTRF inh | VIM-2 inh | IDE act | molecule
-7 | -2.4 | 3 | -21 | 0 | -6 | 22 | -2.5 | 5 | COc1ccc(-c2nnc(-c3cccs3)o2)cc1OC
-21 | -3.6 | 1 | 10 | 7 | 2 | 10 | -5.3 | 6 | CC(CCc1ccccc1)NC(=O)c1ccc(C(=O)NC(C)CCc2ccccc2)cc1 (stereo not given)
-19 | -2.7 | -3 | 5 | 5 | -1 | 0 | -0.5 | 5 | CCCCC(=O)Nc1ccc2c(c1)oc1ccccc12
27 | -5.8 | -7 | -10 | . | -10 | 17 | -5.6 | 1 | CCc1ccc(S(=O)(=O)/N=C2\C=C(NS(=O)(=O)c3ccccc3)C(=O)c3ccccc32)cc1
51* | -3.3 | 1 | -11 | 7 | -2 | 11 | -3.7 | 2 | COC(=O)c1ccc(/C(O)=C(\C#N)c2nc3ccccc3s2)cc1
-20 | -2.7 | -2 | -22 | -6 | -3 | -10 | -3.8 | 3 | Cc1ccc(C)c(NC(=S)N/N=C2/CCCCc3ccccc32)c1
4 | -3.4 | -3 | -14 | -3 | 1 | 16 | -2.8 | 0 | O=C(Nc1ccc2c(c1)OCO2)C1CCN(C(=O)c2ccc(Br)cc2)CC1
23 | -5.4 | -5 | -2 | 6 | -10 | -4 | -3.4 | 5 | COc1ccc(C(=O)COC(=O)c2ccn(C)n2)cc1
-14 | 0.1 | -4 | -2 | 5 | -7 | -20 | -0.9 | 0 | CCC1(c2ccc(F)cc2)NC(=O)N(CC(=O)N(CCC#N)c2ccccc2)C1=O (stereo not given)
-11 | 0.0 | -94 | 8 | 6 | -5 | 11 | 0.8 | -12 | COc1cccc(C2c3[nH]c4ccccc4c3C[C@H]3C(=O)N(c4ccccc4C(=O)NCCCN4CCOCC4)C(=O)N23)c1 (stereo not given in full)
